C-LANA FP – KSHV C-LANA DNA binding inhibition; MBP-C-LANA/FAM-LBS DNA binding, fluorescence polarization; inhibition, % at 9 µM; actives 0.078% (n = 340,000);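 active = highest replicate inhibition at or above 60% at 9 µM, even if other replicates fall short; inactive = all replicates below 60% inhibition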;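 note: 0% = neutral control wells and 100% = 4 µM acridine orange control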
Keap1-Nrf2 PPI – disrupts human Keap1 binding to Nrf2 peptide | Q14145 | Keap1 Kelch-Nrf2 peptide fluorescence polarization, 1536-well | inhibition, % at 9.4 µM | actives 0.15% (n = 340,000) | AID 504523; in the data active = inhibition above about 12%;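 note: human Keap1 Kelch domain with fluorescein labeled Nrf2 9mer peptide probe; 0% = neutral control wells and 100% = peptide positive control; higher means more block of Keap1 binding to Nrf2 peptide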
Cardiac RTF inh – cardiac RTF calcium desensitization; inhibition, % at 7.15 µM; P19429+P45379; IANBD-labeled cardiac RTF, Ca2+ fluorescence; actives 0.12% (n = 340,000);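 active = inhibition above the mean inhibition of all tested compounds plus 3 SD, cut at about 17% in these data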;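 note: assay run at fixed EC70 calcium of 1.6 mM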
Arr AP2 block – blocks beta-arrestin peptide binding to AP2 adaptin | FITC-arrestin peptide / GST-AP2 beads, flow cytometry; AP2 beta2 appendage carries R879A mutation | AID 504490 | inhibition, % at 10 µM | actives 0.31% (n = 340,000);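 active = inhibition above a set limit, near 3 SD of compounds lacking own fluorescence, cut at about 54% in these data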;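 note: plate controls were DMSO wells for no effect and 5 µM unlabelled arrestin peptide for full effect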
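Measured by: flow cytometry, FL1 (488/535 nm); Material: AP2 appendage R879A on GSH beads; Evaluation: percent response; Timing: pre-incubation 12 min, peptide binding 1 h, room temperature; Also added: 50 nM FITC-arrestin peptide; Medium: PBS with 0.05% Tween 20 and 0.1% BSA.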
V-ATPase pHluor – alters yeast V-ATPase proton transport. S. cerevisiae, pHLuorin cytosolic pH fluorescence. response, % at 10 µM. actives 0.37% (n = 350,000). AID 504577; in the data active = response mostly above about 7.3%, no sharp cut-off; inactive = mostly below about 5.4%; note: actives read high; inactives centre near 0; some compounds called inactive have numbers as strong as hits
NSD2 inh – blocks human histone methyltransferase NSD2; actives 0.54% (n = 310,000); inhibition, % at 12.5 µM; O96028; NSD2 peptide methylation, AlphaScreen, 120 min; in the data active = inhibition above about 50%
DAGLB inhibitor – diacylglycerol lipase beta (human) inhibition; inhibition, % at 5.17 µM; actives 0.059% (n = 340,000); HEK293T DAGLB membrane lysate, EnzChek fluorogenic substrate; in the data active = inhibition above about 34%;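 note: 0% = enzyme with vehicle and 100% = wells lacking enzyme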
Target sequence (Q8NCG7 whole entry, looked up): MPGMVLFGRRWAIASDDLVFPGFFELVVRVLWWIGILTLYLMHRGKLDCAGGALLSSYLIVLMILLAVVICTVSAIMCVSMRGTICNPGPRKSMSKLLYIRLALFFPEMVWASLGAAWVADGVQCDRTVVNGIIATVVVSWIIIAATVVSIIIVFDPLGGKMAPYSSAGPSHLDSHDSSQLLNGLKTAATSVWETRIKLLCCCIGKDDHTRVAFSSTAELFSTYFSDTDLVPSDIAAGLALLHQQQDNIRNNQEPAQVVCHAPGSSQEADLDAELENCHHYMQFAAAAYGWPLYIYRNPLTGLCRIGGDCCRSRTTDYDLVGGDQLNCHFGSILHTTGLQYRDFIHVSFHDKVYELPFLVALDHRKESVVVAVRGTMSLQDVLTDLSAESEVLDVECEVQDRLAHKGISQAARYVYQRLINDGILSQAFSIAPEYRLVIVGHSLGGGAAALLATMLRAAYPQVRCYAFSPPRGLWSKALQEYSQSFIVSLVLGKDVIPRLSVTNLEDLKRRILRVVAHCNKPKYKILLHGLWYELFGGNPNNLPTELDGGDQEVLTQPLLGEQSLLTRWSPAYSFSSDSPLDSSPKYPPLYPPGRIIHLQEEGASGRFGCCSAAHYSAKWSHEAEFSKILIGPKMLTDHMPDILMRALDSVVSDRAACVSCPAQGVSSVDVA
CAL PDZ FP-1 – blocks peptide binding to human CAL PDZ domain; purified CAL PDZ, TMR-peptide fluorescence polarization, 1 h; inhibition, % at 20 µM; actives 0.02% (n = 330,000); AID 504414;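 active = highest replicate inhibition of at least 40%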;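 note: plate controls were DMSO neutral control wells for no effect and unlabeled competitor peptide control wells for full effect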
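Material: tagged CAL PDZ protein CerCALP, purified; buffer or medium: sodium phosphate/NaCl buffer pH 7.4 with TCEP, IgG, Thesit; also added: fluorescent TMR peptide probe; schedule: 1 h incubation at room temperature before polarization reading; technique: fluorescence polarization from S- and P-plane intensities, G-factor corrected; control set: unlabelled peptide and DMSO controls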
Pemphigus Ab inh – blocks pemphigus antibody binding to human desmoglein-3 | actives 0.48% (n = 310,000) | DSG3-coupled beads, scFv-anti-DSG3-GFP binding, flow cytometry; stronger effect = lower value | P32926 | AID 588358 | binding (percent of control), % at 10 µM;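 active = binding more than 3 SD below its plate's average and above zero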;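 note: hits lower antibody fragment binding to DSG3; some compounds called inactive have numbers as strong as hits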
CAL PDZ FP-2 – CAL PDZ (human) peptide binding inhibition. actives 0.92% (n = 300,000). inhibition, % at 24.9 µM. purified CAL PDZ, TMR-peptide fluorescence polarization, 1 h. AID 602252;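 active = mean inhibition of at least 30% with at least half of replicates also reaching 30%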;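 note: 0% = DMSO neutral control and 100% = excess unlabeled competitor peptide PRC23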
Numbers without * were called inactive; . = not tested or not shown; & = joins results of further samples. A portion of the library, so the mix of outcomes need not match the whole.

SMILES	C-LANA FP	Keap1-Nrf2 PPI	Cardiac RTF inh	Arr AP2 block	V-ATPase pHluor	NSD2 inh	DAGLB inhibitor	CAL PDZ FP-1	Pemphigus Ab inh	CAL PDZ FP-2
COC(=O)c1cn(-c2ccccc2)nc1-c1ccncc1	0.9	-2.7	-7.5	2.7	-3.3	-1.2	0.3	-0.3	99.0	0.2
Cc1ccc(S(=O)(=O)Nc2nc3ccccc3nc2NCc2ccco2)cc1	14.9	3.9	-23.1	1.8	-4.4	2.8	-0.8	0.3	97.8	-5.1
NS(=O)(=O)c1ccc(N=Nc2c(O)c(C(=O)O)cc3ccccc23)cc1	-1.3	0.4	-3.2	1.3	2.6	15.6	21.1	9.9	88.4	-3.6
CCOc1ccc(C2C(C#N)=C(N)Oc3n[nH]c(C)c32)cc1OC(=O)C1CC1 (configuration not stated)	-0.9	0.5	4.7	14.3	-0.7	0.4	1.1	-0.7	.	8.4
Cc1cccc(-n2ncc3c(NNC(=O)c4ccco4)ncnc32)c1	0.3	-3.8	-7.3	-10.7	-0.3	-5.2	1.2	0.9	114.9	-6.0
CCC(C)N(CC(=O)NCc1ccc(OC)cc1)C(=O)c1csnn1 (configuration not stated)	-1.8	-2.1	-0.9	-5.5	1.3	-2.9	0.6	0.2	90.5	1.3
Cc1cc(NC(=O)CSc2cn(CCNC(=O)c3ccccc3)c3ccccc23)no1	17.0	-4.5	4.8	9.8	3.9	.	-0.3	-0.4	97.6	.
CCC(NC(=S)Nc1ccccc1)C(=O)O (configuration not stated)	-1.1	-1.2	-3.3	6.2	0.3	-0.8	0.9	-0.5	101.0	0.5
O=C(c1cc2cc(Br)ccc2[nH]1)N1CCc2ccccc21	-1.6	-1.0	-2.9	24.2	-1.8	0.1	2.9	0.2	85.6	5.7
Cc1cc(C)c2cc(C#N)c(NCCOC(=O)c3ccccc3C)nc2c1	-2.4	-2.5	-9.8	-8.9	-4.9	-3.9	-16.1	-1.1	100.3	-0.9
CCOC(=O)N1CCC(NS(=O)(=O)c2ccc3c(c2)CCN3C(C)=O)CC1	-0.5	-3.6	-5.3	1.6	0.0	-0.4	-1.3	-0.8	.	-7.4
CCN(CC(=O)N1CCCCC1)S(=O)(=O)c1ccccc1	0.2	-2.5	13.4	-5.6	0.9	0.8	-0.7	-0.3	99.5	-1.2
Cc1ccc(NC(=O)C2CCCN2C(=O)Oc2ccccc2)cc1C (configuration not stated)	1.6	0.2	-7.7	4.7	1.3	-1.5	-1.6	-0.3	99.9	-5.1
C[C@H](NC(=O)c1nc[nH]c1C(=O)N1CCNCC1)C(=O)OC(C)(C)C	-0.2	2.4	-4.4	36.2	-2.7	.	-0.5	-0.9	100.0	0.5
CCCCn1c(SCC(=O)N2CCc3ccccc32)nnc1-c1ccncc1	-0.5	-5.4	1.0	6.3	1.6	.	-0.2	-1.2	102.7	-0.3
COC(=O)CN1C(=S)N(c2ccc(OC)cc2)C(=O)C1CC(=O)Nc1ccc(F)cc1 (configuration not stated)	0.0	-5.3	-10.7	4.6	2.6	-4.0	-0.2	-13.4	101.2	1.8
O=c1oc2ccccc2c2nccnc12	0.7	0.6	2.0	22.4	-1.3	2.0	0.1	0.1	94.2	.
Cc1cccc(OCCCC(=O)Nc2ccc3c(c2)OCO3)c1	-0.9	-0.9	3.1	-3.8	0.2	-2.2	-3.9	-2.2	99.2	-2.9
O=C(OCc1cccc([N+](=O)[O-])c1)c1cnccn1	14.7	1.5	0.5	1.1	-2.5	-5.0	-0.5	-2.5	97.0	-2.0
COc1ccc(-c2cc(C(=O)N/N=C(\C)c3cccnc3)c3ccccc3n2)c(OC)c1	-1.3	3.1	-14.0	-5.3	-4.3	-1.0	-1.7	-2.8	103.7	-0.7

One compound at a time (already shown).
`CCC(C)N(CC(=O)NCc1ccc(OC)cc1)C(=O)c1csnn1` (configuration not stated) reads C-LANA FP = -1.8; Keap1-Nrf2 PPI = -2.1; Cardiac RTF inh = -0.9; Arr AP2 block = -5.5; V-ATPase pHluor = 1.3; NSD2 inh = -2.9; DAGLB inhibitor = 0.6; CAL PDZ FP-1 = 0.2; Pemphigus Ab inh = 90.5; CAL PDZ FP-2 = 1.3
`O=c1oc2ccccc2c2nccnc12` reads C-LANA FP = 0.7; Keap1-Nrf2 PPI = 0.6; Cardiac RTF inh = 2.0; Arr AP2 block = 22.4; V-ATPase pHluor = -1.3; NSD2 inh = 2.0; DAGLB inhibitor = 0.1; CAL PDZ FP-1 = 0.1; Pemphigus Ab inh = 94.2; CAL PDZ FP-2 = .

The list continues:
SMILES	C-LANA FP	Keap1-Nrf2 PPI	Cardiac RTF inh	Arr AP2 block	V-ATPase pHluor	NSD2 inh	DAGLB inhibitor	CAL PDZ FP-1	Pemphigus Ab inh	CAL PDZ FP-2
CC(C)Cc1nnc(NC(=O)C2CCCN(C(=O)c3ccc(Cl)cc3)C2)s1 (configuration not stated)	.	.	.	.	0.6	-6.1	2.8	.	95.7	.
CCC1(CC)C(=O)NC(=O)NC1=Nc1cccc(OC)c1	0.3	1.7	-14.8	-1.0	-2.0	.	-5.8	-0.8	.	-0.1
Cc1c(N(C)S(=O)(=O)c2cccc(C(=O)NC(C)C)c2)c(=O)n(-c2ccccc2)n1C	-0.7	-10.8	7.5	7.3	-1.8	1.1	0.2	-2.1	108.1	2.6
COC(=O)CSc1nnc(Cc2cc(=O)[nH]c(=O)[nH]2)n1-c1cccc(OC)c1	7.4	4.3	-10.3	11.9	2.1	-2.3	3.2	-2.3	102.1	-2.5
CCc1ccc(N2CCN(C(=O)c3ccc(OC)c(OC)c3)CC2)cc1	4.2	1.3	-1.5	4.3	-1.2	.	-3.5	0.1	107.0	-1.0
COC(=O)c1cc(Br)c(=O)n(Cc2ccc(OC)c(OC)c2)c1	0.2	-2.1	-7.1	-2.0	-4.0	-3.9	0.2	.	109.2	-5.9
COc1ccc(N=C2SC(C(=O)Nc3ccc4c(c3)OCO4)CC(=O)N2C)cc1 (configuration not stated)	-2.8&0.2	-2.6&-2.3	-10.7&5.5	-1.0&3.2	0.2&-1.8	0.2	1.5&0.6	-0.7&0.4	112.5&106.0	1.7
COc1cccc(NC(=O)Nc2ccc3nc(C)c(C)nc3c2)c1	0.1	5.5	-1.6	-1.9	5.5	41.5	-4.0	-6.2	105.4	-8.6
O=c1oc(-c2cccc(C(F)(F)F)c2)nn1-c1ccc(C(F)(F)F)cn1	-1.6	-1.5	-7.8	0.8	1.9	-0.1	-8.1	-0.4	.	1.5
COC(=O)c1nnn(CC(=O)NC(=O)Nc2ccccc2)c1C(=O)OC	1.3	4.7	-6.2	2.8	-1.0	0.3	1.7	0.4	100.6	-3.9
COc1cc(C(=O)NCC(=O)N/N=C/c2ccc(-c3ccc([N+](=O)[O-])cc3)o2)cc(OC)c1OC	-1.4	-2.5	7.8	5.7	-1.4	-2.2	6.9	-0.7	.	-13.9
CCCNC(=O)CS(=O)(=O)c1ccccc1	3.0	-4.8	-20.0	-5.4	-2.0	.	-3.5	-0.4	107.1	-0.1
Cc1ccc(S(=O)(=O)N(C)C)cc1NC(=O)COC(=O)c1ccc2c(=O)n3c(nc2c1)CCC3	-1.0	2.2	3.2	-3.2	-5.3	0.2	2.9	-1.2	103.4	.
O=[N+]([O-])c1ccccc1CNCCCCO	-2.2	-2.8	-8.5	10.2	-1.5	.	-0.8	-0.2	105.1	0.1
O=C1c2ccccc2C(=O)N1CCc1nc2ccccc2c(=O)n1-c1ccccn1	1.1	-3.3	-0.1	-0.7	-2.4	-0.3	2.6	-2.7	95.7	-1.5
CSc1ccc(CN(C)C(=O)CNC(=O)CNS(=O)(=O)c2ccc(C)c(C)c2)cc1	1.9	-2.4	1.3	8.1	0.8	1.0	-1.4	-0.2	110.2	-6.8
O=C(NNc1cc(Cl)ccc1Cl)c1c(F)cccc1Cl	1.8	-0.7	3.5	37.7	-0.9	-1.2	-1.6	-1.0	113.9	6.0
Cc1cc(C(=O)COC(=O)c2cccc(NS(C)(=O)=O)c2)c(C)n1CC1CCCO1 (configuration not stated)	-0.3	-2.4	-8.8	-29.0	0.1	2.3	0.1	-0.6	.	-3.1
CCn1cc(/C=C(\NC(=O)c2ccccc2F)C(=O)NCCN2CCOCC2)c2ccccc21	0.0	-0.1	-15.3	-11.2	-0.6	0.4	2.7	-2.5	104.7	23.3
Cc1ccc(-n2nnnc2CNC(=O)c2ccc(Br)o2)cc1C	-0.3	-6.5	-6.4	-10.6	2.2	-2.3	-4.4	-1.8	101.7	-0.8
O=C(O)c1cc(-c2ccccc2)nc2ccccc12	-0.8	-7.2	4.8	-2.7	-2.9	.	3.4	0.1	113.2	-2.6
COC(=O)[C@@H](Cc1c[nH]c2ccccc12)NC(=O)CCC(=O)c1ccc(Br)cc1	0.4	0.1	-6.1	7.2	2.3	-1.5	0.6	-0.4	101.8	-0.1
NC(=O)[C@@H]1CC2(CC(c3cccc(NC(=O)CC(c4ccccc4)c4ccccc4)c3)=NO2)CN1C(=O)[C@@H]1CCC(=O)N1 (some centres not stated)	0.1	-2.1	-9.2	-4.1	5.5	.	-0.5	-1.8	103.4	-3.0
CC(=O)NC12CC3CC(C1)CC(C(=O)N(C)CC(=O)Nc1ccccc1Cl)(C3)C2	0.6	0.6	11.8	39.1	-4.8	13.0	1.2	-0.1	89.3	3.0
O=S(=O)(NCc1csc(-c2cccs2)n1)c1ccc(Cl)cc1	-0.4	-2.1	-8.5	1.7	3.0	-4.3	-5.8	-1.1	111.2	-5.8
O=C(NC(=S)Nn1cnnc1)c1cccc(Br)c1	0.2	2.0	18.8*	15.1	-1.9	0.9	-2.6	0.0	100.1	-5.3
C=CCn1c(C(C)NC(=O)c2ccccc2)n[nH]c1=S (configuration not stated)	0.4	2.4	-7.2	0.7	-7.4	-5.2	-3.8	-0.4	83.6	-2.3
CCOC(=O)CCc1c(C)nc2cc(C3CCCN(C(=O)OC(C)(C)C)C3)[nH]n2c1=O (configuration not stated)	-0.8	2.9	-9.8	1.3	0.6	3.5	-4.3	-3.5	101.7	-0.5
O=C(O)CN1C(=O)C(=O)N(Cc2ccc(Cl)cc2Cl)C1=O	4.2	-2.8	-3.6	-10.6	2.7	-0.2	-1.3	-1.4	100.9	-3.4
Cc1cc(NC(=O)c2c(F)cccc2F)n(-c2nc3ccccc3[nH]2)n1	0.3	0.0	1.5	13.5	-2.7	-1.0	-12.1	-4.1	97.9	.
Cc1ccc(C)n1NC(=O)c1cccc(Cl)c1	0.1	-0.4	-4.1	-2.0	2.9	.	0.7	0.9	79.3	-0.2
CC(OC(=O)CCOc1ccccc1)C(=O)NC1CC1 (configuration not stated)	1.5	-4.2	-5.2	-1.7	-1.3	-3.2	2.6	1.0	100.9	-3.8
CC(C)Cn1nc(NC(=O)C2CCCO2)c2cc3ccccc3nc21 (configuration not stated)	-0.1	2.3	-10.1	-5.2	3.2	.	-1.4	-1.0	103.8	-5.7
Cc1ccc2cc(C)c(N3CCN(c4ccccn4)CC3)nc2c1	-3.4	-1.0	1.1	6.2	-1.1	37.8	-9.9	-2.8	.	-1.8

Compound activity deposited in PubChem BioAssay by several laboratories.
